PglD DTNB: PglD (C. jejuni) enzyme inhibition. 360,000 compounds, 0.098% hits. purified PglD enzyme, DTNB colorimetric CoA detection. inhibition, % at 12.5 µM; in the data active means inhibition above about 16%, passing the limit was not always enough; inconclusive means no clear call, values can overlap the other calls; further: strong numbers were not always called active
PGC1a acetyl inh: PGC1a acetylation modulation, inhibitor mode; inhibition, % at 15.6 µM; U2OS PGC1a acetylation, AlphaScreen anti-acetyl-lysine; with virally co-expressed GCN5 acetyltransferase; 350,000 compounds, 0.17% hits;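 active means every replicate shows inhibition of at least 40%; inconclusive means mean inhibition at least 40% but some replicate below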;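 further: 0% = neutral control wells and 100% = positive control wells; some results beyond the cut were filed as inactive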
FN deposition inh: fibronectin deposition inhibition; AH1F fibroblasts, Alexa488-fibronectin deposition fluorescence, overnight; inhibition, % at 12.6 µM; 350,000 compounds, 0.086% hits; AID 743247;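 active means mean inhibition across replicates of 30% or more, regardless of how many single replicates reach that level; inconclusive means mean under 30% yet at least half of replicates reach 30%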;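 further: positive control wells lacked labelled fibronectin entirely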
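Assay system: AH1F fibroblasts / Quantity: 10000 cells per well / Medium: DMEM plus 2% serum, read in PBS / Reagent: labelled fibronectin 24 nM / Dosing: single dose, pinned / Times: 1 h cell attachment, overnight exposure to compound and label / Signal: fluorescence, ex 485 nm, em 525 nm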
C2C12 statin: suppressors of simvastatin-induced myotoxicity in C2C12 myotubes. AID 602340. ATP luminescence, 48 h; scaled: DMSO 0, geranylgeraniol control 100. rescue of ATP level, % at 7.49 µM. 330,000 compounds, 0.78% hits;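 active means mean ATP rescue above about 67%, or every replicate alone reaching that limit, limit read from the data, passing the limit was not always enough; inconclusive means no clear call, values can overlap the other calls; inactive means mean under the limit and some replicate under it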;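 further: myotubes were challenged with 10 µM simvastatin during compound exposure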
CFTR F508del cor: CFTR F508del correction in bronchial cells. CFBE cells, YFP halide quenching; stimulated with forskolin plus potentiator P3; % fluorescence drop versus neutral controls. activity (quench increase), % at 7.58 µM. 350,000 compounds, 0.36% hits. AID 720511;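 active means mean added fluorescence quench of at least 8% versus neutral control, with both replicates also reaching 8%; inconclusive means only one of the mean or replicate conditions met; inactive means mean below 8% and not both replicates reaching 8%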;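 further: cells transiently co-express mutant CFTR-F508del with the halide-sensitive YFP; corrector assay measuring rescue of mutant channel to the surface after 24 h compound exposure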
INS-1E GSIS act: primary screen for activators of insulin secretion dependent on glucose, INS-1E cells, GLuc reporter luminescence. INS-1E GLuc reporter insulin secretion, 2-3 h. 370,000 compounds, 0.61% hits. AID 743287. activation, % at 16.6 µM;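 active means lowest replicate activation of at least 40%, so every replicate reaches that level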;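 further: 0% = median of neutral control wells and 100% = median of IBMX positive control wells; some compounds called inactive have numbers as strong as hits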
miR-122 sensor: inhibitors of miR-122 in Huh7 cells; Huh7 miR-122 Renilla luciferase sensor, 48 h; neutral wells = 0, positive control = 100; activation (reporter increase), % at 12.5 µM; AID 602342; 340,000 compounds, 0.3% hits;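 active means mean replicate activation score at least 90 and every replicate individually at or above 90; inconclusive means only one of the two criteria met; inactive means neither criterion met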;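 further: higher luciferase means less miR-122 activity so hits act as miR-122 inhibitors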
Cneo AK release: causes C. neoformans cell lysis. adenylate kinase release luminescence, 4 h; normalised: neutral wells 0, clomiphene wells 100. lysis activity, % at 15 µM. 360,000 compounds, 0.2% hits. AID 651654;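 active means mean lysis activity across replicates of at least 80%, whatever share of replicates individually reach that level; inactive means mean lysis activity below 80%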
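Test system: log-phase Cryptococcus neoformans yeast cells. Input: 5 × 10^6 yeast cells/mL. Medium: fresh YPD growth medium. Doses: single dose. Incubation: static 4 h at 37 °C with compound, 1 h detection. Measured by: luminescent adenylate kinase detection reagent. Read-out: signal increase indicating cell lysis. Benchmarks: Clomiphene.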
The depositor's hits bear a star; ? = inconclusive; nt = no result given; [ ] = dose if it differs, or a comment.

SMILES	PglD DTNB	PGC1a acetyl inh	FN deposition inh	C2C12 statin	CFTR F508del cor	INS-1E GSIS act	miR-122 sensor	Cneo AK release
N/N=C(\c1ccccc1)c1cc(Cl)ccc1N	-1.9	13.4	-4.5	4.0	-1.8	7.3	-2.7	0.2
COc1ccc(N2CCN(CC(O)c3c[nH]c4ccc(OC)cc34)CC2C)cc1 (stereo not given)	2.1	-4.1	nt	nt	nt	nt	2.2	1.1
CC(CN1CCCCC1)C(=O)NN (stereo not given)	0.9	4.6	-3.4	7.2	-2.1	1.3	-2.1	2.1
COc1ccc(C(=O)Nc2ccc(C3=NNC(=O)CC3C)cc2NC(=O)c2ccc(OC)cc2)cc1 (stereo not given)	nt	0.8	2.9	nt	-2.3	11.3	-5.9	nt
CC(=O)Oc1ccc(N(C(C)=O)S(=O)(=O)c2ccc(C)cc2C)c2ccccc12	-0.8	nt	-15.1	-3.4	-3.1	-8.3	nt	-6.9
CCc1nc2c(OCCC3CCCCC3)cccn2c1N(C)C(=O)CC(C)C	5.2	0.2	0.0	-16.1	0.4	-13.3	-0.2	2.1
O=C1N=NC2=C1c1c3ccccc3c(O)n1CC2	-1.3	nt	0.5	-3.6	-0.2	12.2	nt	3.6
CSc1ccc(/C=N/NC(=O)CN2CCN(Cc3ccc(C)cc3)CC2)cc1	-1.3	nt	0.6	nt	nt	13.7	1.4	5.1
CC1CCN(C(=S)c2ccc(N(C)C)cc2)CC1	1.7	2.4	-5.4	12.1	-4.5	9.5	18.9	-2.9
CCOC(=O)c1cnc2c(cnn2C)c1Oc1ccc(OC)cc1	nt	-19.9	-3.8	nt	2.0	61.9*	2.0	nt
CC(=O)c1cccc(NC(=O)Nc2c(C)nn(C)c2C)c1	-1.7	-5.4	3.6	2.0	nt	nt	0.6	-0.8
O=C(C[C@H]1C[C@@H]2c3cc(NS(=O)(=O)c4ccc(F)cc4)ccc3O[C@@H]2[C@H](CO)O1)NCCc1ccccc1	1.7	-9.8	nt	4.2	-0.1	-25.1	2.3[16.7 µM]	23.4
CC1CCCN(S(=O)(=O)c2cc(Cl)ccc2Cl)C1 (stereo not given)	-5.4	-21.9	nt	-3.3	nt	nt	-3.0	6.2
CN1CCN(C(=O)CSc2nc3ccc(NC(=O)c4ccccc4F)cc3s2)CC1	nt	-10.9	-3.5	nt	1.6	-3.4	nt	nt
C=CCSc1nc2ccccc2n1S(=O)(=O)c1ccc(C)cc1	-2.7	-2.1	nt	nt	nt	nt	-6.3	4.1
Cn1nccc1C(=O)NC1CCCc2c1cnn2-c1cc(F)cc(F)c1 (stereo not given)	-0.2	10.1	-15.6	-2.1	-4.7	-4.7	-6.1	-0.7
O=C(N/N=C/c1c[nH]c2ccccc12)C1COc2ccccc2O1 (stereo not given)	-8.3	-5.8	-0.6	nt	nt	-3.4	13.2	-11.0
Cc1cc(/C=C2\SC(=S)NC2=O)c(C)[nH]1	2.5	3.7	9.4	2.1	-0.2	5.0	-11.5	5.9
COc1cc(C=NO)nc(-c2ccccn2)c1	nt	4.4	8.3	nt	2.8	12.3	-3.7	nt
O=C(C1=C[C@@H]2[C@H]3C(=O)N(c4cccc(Cl)c4)C(=O)[C@H]3[C@@H](C(=O)c3ccc(Cl)cc3)N2C=C1)c1ccccc1	-4.2	-8.5	nt	8.6	nt	nt	-3.6	-0.3
COc1cc(NC(=O)Cc2ccc(S(=O)(=O)N3CCOCC3)s2)c(OC)cc1Cl	0.4	-1.7	-10.6	-8.6	-1.5	-18.0	15.4	5.3
CC(C)CC#Cc1ccc2c(c1)O[C@H](CN(C)C(=O)C1CCC1)[C@H](C)CN([C@H](C)CO)S2(=O)=O	3.0	-6.5	nt	-9.5	-1.8	-9.6	-14.1[16.7 µM]	2.1
Cc1ccc(C(=O)Nc2ccc3c(c2)nc(CCNC(=O)c2ccco2)n3C)cc1	-1.2	-2.0	-5.7	nt	0.1	9.4	-1.7	-0.5
CC(C)CC#Cc1cnc2c(c1)C(=O)N([C@H](C)CO)C[C@H](C)[C@H](CN(C)S(=O)(=O)c1cccs1)O2	-1.5	-2.9	-4.1	34.6	1.9	-15.5	-4.6[16.7 µM]	0.1
COc1ccccc1NC(=O)N1CC(=O)N2[C@H](CO)[C@H](c3ccc(-c4cccc(C)c4)cc3)[C@@H]2C1	nt	-14.0	7.3	nt	0.9	-26.5	nt	nt
CCCCN1C(=O)/C(=C2\SC(N3CCOCC3)=NC2=O)c2ccccc21	-5.1	8.7	-5.2	27.8	-1.1	0.2	-4.1	0.7
COCC(=O)N1C[C@H](C)[C@H](OC)CN(C)C(=O)c2cc(NC(=O)C3CCC3)ccc2OC[C@H]1C	-3.3	4.1	-1.0	-6.0	3.2	25.8	nt	-2.7
COc1ccc(C2C(C#N)=C(N)Oc3cc(N)ccc32)cc1 (stereo not given)	2.2	-3.4	4.5	1.0	-1.0	nt	2.7	6.1
O=C(N1CCOCC1)N1[C@H](COCc2ccccc2)C=CS1(=O)=O	-2.2	4.5	-4.5	2.1	-4.1	nt	4.4	-6.4
COc1ccc(-c2cc(C(F)(F)F)n3ncc(C(=O)N4CCc5ccccc5C4)c3n2)cc1	nt	5.3	8.8	nt	-0.3	3.5	nt	nt

Full records, looked up by structure. Values in the order: PglD DTNB, PGC1a acetyl inh, FN deposition inh, C2C12 statin, CFTR F508del cor, INS-1E GSIS act, miR-122 sensor, Cneo AK release
CC1CCCN(S(=O)(=O)c2cc(Cl)ccc2Cl)C1 (stereo not given) reads -5.4, -21.9, nt, -3.3, nt, nt, -3.0, 6.2
N/N=C(\c1ccccc1)c1cc(Cl)ccc1N reads -1.9, 13.4, -4.5, 4.0, -1.8, 7.3, -2.7, 0.2

(listing goes on)
SMILES	PglD DTNB	PGC1a acetyl inh	FN deposition inh	C2C12 statin	CFTR F508del cor	INS-1E GSIS act	miR-122 sensor	Cneo AK release
C[C@H]1CCCCO[C@H](CN(C)C(=O)c2ccncc2)[C@@H](C)CN([C@@H](C)CO)C(=O)c2cc(NS(=O)(=O)c3ccc(F)cc3)ccc2O1	1.8	8.5	0.4	nt	-0.6	-1.4	4.0[16.7 µM]	51.1
O=C(C[C@@H]1CC[C@@H]2[C@H](COC[C@@H](O)CN2C(=O)c2ccc3c(c2)OCO3)O1)NCCN1CCCCC1	-0.3	2.3	8.8	-18.5	0.1	0.4	-1.2[16.7 µM]	-0.7
COc1ccc(CN(C)C[C@@H]2Oc3c(NC(=O)c4cc(C)nn4C)cccc3C(=O)N([C@H](C)CO)C[C@H]2C)cc1	0.6	0.1	nt	5.3	-0.8	8.3	5.7[16.7 µM]	1.6
CNc1nc(C)nc(-n2nc(C)cc2C)n1	0.6	1.3	6.2	-10.0	nt	nt	-7.9	0.4
CCc1ccc(OCC(=O)OCC(=O)c2ccc3c(c2)NC(=O)CO3)cc1	1.9	4.5	nt	-12.1	1.3	42.2	nt	-5.4
COc1ccc(OC)c(/C=N/NC(=O)c2c(C)nc3ccc(C)cn23)c1	-4.1	18.2	7.2	5.0	-3.8	2.1	-1.8	-3.4
Cc1ccc(N(C(=O)c2csnn2)C(C(=O)NC2CCCCC2)c2ccncc2)cc1 (stereo not given)	7.7	nt	-1.2	-13.2	2.2	4.1	nt	-4.6
CN(C)c1ccc(CN(C(=O)COc2ccccc2)C2CCS(=O)(=O)C2)cc1 (stereo not given)	-3.7	nt	10.3	6.2	nt	nt	-9.8	0.3
Cc1ccc(S(=O)(=O)N(C)C[C@@H]2Oc3ccc(NS(=O)(=O)c4cccs4)cc3CC(=O)N([C@@H](C)CO)C[C@@H]2C)cc1	1.2	8.4	nt	10.6	-0.8	-2.8	-6.1[16.7 µM]	-8.1
O=C(Nc1ccc(F)cc1)c1cccc2c1C(=O)N(Cc1ccccn1)C2	-5.4	8.6	nt	-14.1	nt	nt	9.1	-0.1
Cc1cc2c(SCC(=O)Nc3cccc(O)c3)ncnc2s1	1.7	3.5	13.8	20.8	0.4	nt	3.0	-0.8
O=C(CCN1CCCCO1)N1CCCC(N2CCN(c3ccc(F)cc3)CC2)C1 (stereo not given)	-3.7	nt	6.1	-6.7	-2.6	2.3	nt	0.1
CCOC(=O)N1CCN(C(=O)c2c[nH]c3ccc(S(=O)(=O)N(C)c4cccc(C)c4)cc3c2=O)CC1	-3.2	0.9	3.1	40.3	-0.8	3.4	nt	1.9
Cc1noc(C)c1NC(=O)Nc1ccc2c(c1)C(=O)N([C@@H](C)CO)C[C@@H](C)[C@H](CN(C)Cc1ccc3c(c1)OCO3)O2	6.6	5.1	nt	6.2	0.1	19.1	-1.3[16.7 µM]	0.0
CN(C)C=Nc1nonc1N	-5.3	11.7	nt	-2.9	nt	nt	-1.3	-1.7
Cc1cc(C(C)(C)C)cc(S(=O)(=O)NCC(=O)O)c1C	-2.7	-2.4	nt	?	nt	-4.4	3.6	0.0
COC(=O)c1ccc(C(=O)Nc2ccc(N)cc2N)cc1	-4.1	11.4	nt	nt	nt	nt	-5.2	15.5
CCOC(=O)CN(c1sc(C)c(C)c1C(=O)OCC)S(=O)(=O)c1ccc(C)cc1	-0.9	-10.0	-10.6	3.6	1.0	5.4	8.5	0.7
O=C(C[C@@H]1C[C@@H]2c3cc(NC(=O)c4cccnc4)ccc3O[C@@H]2[C@@H](CO)O1)NCCN1CCCCC1	4.8	-6.8	nt	-0.9	-1.0	17.8	3.1[16.7 µM]	-4.2
c1ccc2nc(-c3ccc4c(c3)OCO4)ccc2c1	7.9	-13.0	nt	-12.0	0.3	0.3	0.3	-5.7
CC1(OC(=O)CCc2ccccc2)C(=O)C=C2C=C(c3ccc(C#N)cc3)N(CCc3ccccn3)C=C2C1=O (stereo not given)	-3.4	nt	-0.7	-7.1	1.8	-2.1	nt	-7.9
C[C@@H]1CN([C@H](C)CO)C(=O)c2cc(N(C)C)ccc2O[C@H]1CN(C)Cc1ccc(C(=O)Nc2ccccc2N)cc1	1.7	3.0	-7.5	33.3	2.3	20.6	111.7*[16.7 µM]	-2.0
O=C(c1cccc2ccccc12)C1CCCN(C(=O)CCN2CCCO2)C1 (stereo not given)	3.8	5.8	-8.6	nt	-1.9	nt	nt	1.9
Cc1ccc(S(=O)(=O)N2CCN(CC(=O)NC(C)c3ccccc3)CC2)cc1 (stereo not given)	-0.6	-3.3	10.0	19.7	-2.3	2.8	-3.4	1.3
CCCCn1c(N)c(N(CC(C)C)C(=O)CN(C)Cc2cccc(OC)c2)c(=O)[nH]c1=O	5.7	-2.0	nt	-0.7	nt	nt	-6.8	0.1
CCn1c(O)c(N=N)c2ccccc21	nt	13.2	-5.9	nt	1.4	16.8	nt	nt
Cc1ccc(S(=O)(=O)N2CCN(c3ncnc4sccc34)CC2)cc1C	-0.7	nt	-5.3	-11.5	5.4	-60.1	8.3	-0.4
C[C@@H](O)C#Cc1cnc2c(c1)C(=O)N([C@@H](C)CO)C[C@H](C)[C@H](CN(C)C(=O)CN1CCOCC1)O2	1.2	-2.4	nt	5.3	1.0	30.4	-3.1[16.7 µM]	0.3
C[C@H]1CN([C@@H](C)CO)C(=O)c2cc(C#CC(C)(C)O)cnc2O[C@@H]1CN(C)Cc1cncnc1	-5.1	0.7	-3.7	-9.5	1.7	-8.2	4.4[16.7 µM]	0.7

Screens as filed in PubChem BioAssay.
